From PubChem BioAssay
NR5A2 inv ag: LRH-1 (NR5A2) inverse agonists, primary screen, cell-based, luminescence, HEK293T, StAR-luciferase reporter; Nuclear receptor subfamily 5 group A member 2 (Homo sapiens), O00482; LRH-1 transfected, 24 h; inhibition, % at 3.6 µM; 360,000 compounds, 0.13% hits;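 active = inhibition above the mean inhibition of all tested compounds plus 3 SD, cut at about 73% in these data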;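 also: 0% = DMSO wells and 100% = reporter-only cells lacking LRH-1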
SRC1 inh: SRC1 coactivator transcriptional activity inhibitors, primary screen, cell-based, luminescence; Nuclear receptor coactivator 1 (Homo sapiens), Q15788; HEK293 GAL4-SRC1 luciferase reporter; inhibition, % at 3.6 µM; 360,000 compounds, 0.12% hits;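 active = inhibition above the campaign mean plus 3 SD, with each screening campaign given its own cutoff, cut at about 60% in these data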;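 also: 0% = DMSO treated cells and 100% = gossypol at 36 µM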
SRC3 inh: SRC3 coactivator transcriptional activity inhibitors, primary screen, cell-based, luminescence; inhibition, % at 3.6 µM; HEK293 GAL4-SRC3 luciferase reporter; 360,000 compounds, 0.17% hits; Nuclear receptor coactivator 3 (Homo sapiens), Q9Y6Q9;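 active = inhibition above a per-campaign cutoff, the mean of all compounds plus 3 SD, cut at about 60% in these data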;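 also: 0% = DMSO-treated cells and 100% = gossypol-treated cells at 36 µM; higher means less SRC3-driven luciferase light from the GAL4 reporter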
LMP1 NFkB inh: EBV LMP1-driven NF-kappaB luciferase reporter inhibitors, primary screen, cell-based, luminescence, single point | LMP1-induced NF-kappaB luciferase reporter cells | 350,000 compounds, 0.69% hits | inhibition, % at 12.5 µM; in the data active = inhibition above about 41%;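 also: 0% = neutral control wells and 100% = reference inhibitor control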
TROY NFkB inh: inhibitors of TROY-driven NF-kB signaling, primary screen, Q293 LMP1-TROYcd cells, NF-kB luciferase, uHTS | Q293 LMP1-TROYcd NF-kB luciferase reporter, 4 h | inhibition, % at 10 µM | 360,000 compounds, 0.98% hits | AID 1347056, 2019;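 active = compounds whose plate-normalised and pattern-corrected inhibition of the luciferase reporter signal at the single screening dose is 50% or more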
NOD2 RIPK2 PPI: NOD2-RIPK2 binding disruptors in cells, primary screen, fluorescence, CHO cells, BLA complementation; inhibition, % at 4.98 µM; AID 624267, 2012; Receptor-interacting serine/threonine-protein kinase 2 (Homo sapiens), O43353; 360,000 compounds, 0.38% hits; CCF4 ratio; in the data active = inhibition above about 21%;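 also: 0% = vehicle only and 100% = reference blocker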
Target sequence (O43353 whole entry, looked up): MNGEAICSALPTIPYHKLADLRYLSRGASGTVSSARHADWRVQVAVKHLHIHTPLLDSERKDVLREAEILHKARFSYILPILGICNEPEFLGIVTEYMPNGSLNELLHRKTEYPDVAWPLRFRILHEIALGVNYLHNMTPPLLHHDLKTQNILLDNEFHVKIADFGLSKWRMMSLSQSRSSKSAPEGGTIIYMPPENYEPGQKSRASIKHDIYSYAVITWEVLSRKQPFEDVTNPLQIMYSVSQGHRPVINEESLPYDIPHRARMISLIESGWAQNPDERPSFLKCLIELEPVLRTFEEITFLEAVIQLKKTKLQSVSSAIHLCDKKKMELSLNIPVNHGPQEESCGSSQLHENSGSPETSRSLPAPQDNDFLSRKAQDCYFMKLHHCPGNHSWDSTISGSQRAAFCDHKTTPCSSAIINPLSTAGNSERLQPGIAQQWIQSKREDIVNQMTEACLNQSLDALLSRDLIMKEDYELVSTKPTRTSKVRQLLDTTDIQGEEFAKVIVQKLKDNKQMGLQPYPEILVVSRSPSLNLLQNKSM
NR2F2 inh: NR2F2 transcriptional activity inhibitors, primary screen, cell-based, luciferase reporter, HEK293T, luminescence; AID 686940, 2013; HEK293T NGFI-A luciferase reporter; 370,000 compounds, 0.7% hits; inhibition, % at 8.6 µM; COUP transcription factor 2 (Homo sapiens), P24468;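 active = inhibition above a per-plate cutoff, mean inhibition of test wells between control levels plus 3 SD, cut at about 38% in these data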;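 also: cells cotransfected with COUP-TFII expression vector driving the NGFI-A reporter; 0% = median of COUP-TF2 test wells and 100% = reporter-only cells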
Target sequence (P24468 whole entry, looked up): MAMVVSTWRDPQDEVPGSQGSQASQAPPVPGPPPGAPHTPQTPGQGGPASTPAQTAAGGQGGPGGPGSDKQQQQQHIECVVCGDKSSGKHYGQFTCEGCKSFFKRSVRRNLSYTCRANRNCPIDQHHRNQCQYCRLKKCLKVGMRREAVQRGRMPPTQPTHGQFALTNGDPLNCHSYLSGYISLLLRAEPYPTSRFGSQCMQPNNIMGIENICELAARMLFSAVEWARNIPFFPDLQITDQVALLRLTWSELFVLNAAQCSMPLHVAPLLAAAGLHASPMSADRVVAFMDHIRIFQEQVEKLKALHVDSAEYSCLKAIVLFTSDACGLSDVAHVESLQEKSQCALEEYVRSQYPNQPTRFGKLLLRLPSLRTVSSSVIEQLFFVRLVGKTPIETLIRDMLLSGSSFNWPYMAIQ
TWEAK Fn14 block: inhibitors of TWEAK-Fn14 signaling, primary screen, luciferase reporter cells, uHTS; inhibition, % at 10 µM; TWEAK-stimulated Fn14 reporter cells, luciferase luminescence, 8 h; 360,000 compounds, 2% hits; AID 1159606, 2016; in the data active = inhibition above about 50%
TRAIL sens C8: viability loss with TRAIL in NB7+C8 cells, primary screen, TRAIL sensitizer project, cell-based, ATPlite luminescence. inhibition (viability loss, TRAIL sensitization), % at 10 µM. AID 624354, 2012. 360,000 compounds, 1% hits;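 active = compounds causing at least 50% loss of cell viability in the single-dose screen, relative to plate controls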
SRC2 inh: inhibition of GAL4-SRC2 driven luciferase reporter, primary screen, SRC2 inhibitor project, cell-based, luminescence; HEK293 GAL4-SRC2 luciferase reporter; 370,000 compounds, 0.17% hits; inhibition, % at 9 µM; Nuclear receptor coactivator 2 (Homo sapiens), Q15596;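 active = inhibition above the mean inhibition of all tested compounds plus 3 SD, set per campaign, cut at about 52% in these data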;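 also: 0% = DMSO treated cells and 100% = cells given Gossypol at 36 µM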
TLR9-MyD88 block: inhibitors of TLR9-MyD88 association in cells, primary screen, cell-based, CHO, BLA complementation, fluorescence; inhibition, % at 4.98 µM; CCF4 FRET ratio; 340,000 compounds, 0.21% hits; Toll-like receptor 9 (Homo sapiens) + Myeloid differentiation primary response protein …;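 active = inhibition above the mean over all tested compounds plus 3 SD, cut at about 21% in these data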;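 also: 0% = DMSO only wells and 100% = clavulanate BLA inhibitor control wells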
Active calls of the source: *. Some of the compounds tested, so the mix of outcomes need not match the whole.

SMILES	NR5A2 inv ag	SRC1 inh	SRC3 inh	LMP1 NFkB inh	TROY NFkB inh	NOD2 RIPK2 PPI	NR2F2 inh	TWEAK Fn14 block	TRAIL sens C8	SRC2 inh	TLR9-MyD88 block
COCCn1c(=S)[nH]c2cc(C(=O)NCc3ccc(F)cc3)ccc2c1=O	-17	1	9	-2	-3	-8	6	-24	8	-35	-1
O=C(O/N=C\c1ccc(N2CCCCC2)c([N+](=O)[O-])c1)c1cccc(C(F)(F)F)c1	26	-8	1	-2	1	7	-5	-17	4	-9	15
CCOC(=O)Cn1c(CN2CCN(C(c3ccccc3)c3ccccc3)CC2)nc2c1c(=O)n(C)c(=O)n2C	10	11	-29	0	-21	2	34	-7	4	20	6
O=C(Nc1ccc(-n2ccnc2P(=O)(O)c2ccccc2)cc1)c1ccccc1Br	16	9	10	-6	-20	-11	-11	13	-4	5	-11
Cc1cccc(N2CCN(C(=O)c3ccc(Cl)c(NC4=NC5CS(=O)(=O)CC5S4)c3)CC2C)c1 (configuration not stated)	-3	-1	-13	5	14	-12	-9	8	10	-12	-5
CCN1C(=O)[C@@H]2[C@@H](c3ccc(-c4ccc(OC)cc4)cc3)N3CCCC[C@@]3(C(=O)OC)[C@@H]2C1=O	3	0	0	9	-3	-7	4	-10	11	7	1
Cn1c(=O)[nH]c(=O)c2[nH]c(CO)nc21	-12	10	-16	1	-10	-6	3	3	-8	-19	-8
Cc1cc2ccccn2c1C(=O)Nc1cccc(Cl)c1	5	-27	-20	-32	-38	0	-31	2	-2	3	-5
Cc1ccc(C23CC4CC(CC(CC(=O)NC(C)(C)CO)(C4)C2)C3)cc1	12	-37	-7	3	-6	7	-3	-9	-10	-19	3
COc1ccccc1-c1noc(-c2cccs2)n1	-196	-71	-87	-20	-72	-7	-77	-11	17	-19	-2
CCOc1ccc(CN(C)C(=O)CNC(=O)c2ccc3ccccc3c2)cc1OC	7	-7	4	4	3	-6	0	9	-21	0	-1
Cc1c(Cl)cccc1NC(=O)CC1Sc2ccccc2NC1=O (configuration not stated)	-14	1	12	4	-5	3	4	2	0	-25	1
CC(=O)Nc1ccc(NC(=O)C(C)OC(=O)C(C)SCC(=O)Nc2ccc(C)cc2)cc1 (configuration not stated)	4	-18	6	3	-4	-2	-1	-17	-9	-2	1
CNC(C)c1cc(OC)ccc1OC (configuration not stated)	26	8	9	-7	-6	0	6	-1	3	11	1
CCOC(=O)c1ccc(NC(=O)CC2S/C(=N/N=C/c3c[nH]c4ccccc34)NC2=O)cc1 (configuration not stated)	8	-2	-11	-1	9	5	-6	26	-3	-4	-6
COc1ccc(CNC(=O)C2(c3ccc(Cl)cc3)CC2)cc1	-14	4	-2	-2	5	-3	13	-18	-2	7	-3
CC(=O)c1sc(NC(=O)CCCc2nc3ccccc3c(=O)[nH]2)nc1-c1ccccc1	24	-6	-15	1	-8	-9	8	22	-3	15	3
Cc1noc(C)c1NC(=O)Nc1ccc2c(c1)C(=O)N([C@H](C)CO)C[C@H](C)[C@@H](CN(C)S(=O)(=O)c1ccccc1)O2	-15	-19	-6	-9	-7	7	-5	4	-10	-6	-9
Cc1ccc(S(=O)(=O)N2CCCCC2)cc1C(=O)N(C)CCOc1ccccc1	9	0	20	-3	-12	7	-2	11	14	23	-12
O=C(COC(=O)c1ccccn1)Nc1cccc(Cl)c1	7	7	-5	-4	-1	-10	6	4	-2	-12	1
CCC(C)(O)c1[nH]c2ccc(C#N)cc2c1C (configuration not stated)	16	-6	-11	-4	-12	-2	2	2	-1	-9	0
CC(C)CCN1C(=O)c2ccc(C(=O)OCC(=O)N(CC(C)C)C3CCS(=O)(=O)C3)cc2C1=O (configuration not stated)	11	-5	7	2	0	-7	5	-15	-9	8	5
Cc1cccc(OCc2nnc(SCC(=O)OC3CCCCC3)o2)c1	5	3	4	2	13	-1	-9	7	-4	29	1
CC(C(=O)N1CCc2ccccc21)N1CCN(c2cccc(C(F)(F)F)c2)CC1 (configuration not stated)	38	-5	19	7	2	4	5	10	-5	-9	8
CCN(CC(=O)NCc1ccc(Cl)cc1)C(=O)CSc1ccc(Br)cc1	23	1	7	5	23	3	25	22	21	-47	1
CC(C)OCCCNCC(O)c1ccccc1 (configuration not stated)	4	6	9	4	11	-6	0	-6	6	-1	-4
COc1ccc(CNC(=O)C2CCCN2S(=O)(=O)c2ccc(Cl)cc2)cc1 (configuration not stated)	14	-2	7	8	-3	8	1	18	-2	13	3
COCCNC(=O)Cn1cc(C(=O)c2cccs2)c2ccccc21	9	0	3	-2	3	-5	6	8	-5	10	-10
Cc1c(Cl)cccc1NC(=S)NCc1cccs1	2	8	15	-9	1	-2	7	-2	2	7	-5
CC(C)C(C(=O)Nc1nccs1)c1ccc(Cl)cc1 (configuration not stated)	16	-3	16	5	10	2	-5	4	9	20	-3
Cc1ccc(-c2nc(N)sc2CC(=O)OCC(=O)NC2CCCC(C)C2C)cc1 (configuration not stated)	-3	-5	2	2	0	-14	-6	0	-5	-7	3
COc1ccc(OC)c(CNC(=O)C2CCCN(S(=O)(=O)N3CC(C)CC(C)C3)C2)c1 (configuration not stated)	-7	-11	15	0	14	15	17	8	-17	-12	4
COc1ccc(C(=O)Nc2ccnn2C2CCN(C(=O)c3cc(C)on3)CC2)cc1	-1	-13	-16	-1	-13	4	-4	-9	-20	-36	1
COc1cc(/C=N\NC(=O)C(C)(C)O)ccc1OC/C=C/c1ccccc1	-7	-19	22	7	-10	0	-3	-13	-3	-37	2
CC1CCN(CC(=O)Nc2ccccc2Sc2ccccc2)CC1	4	8	9	5	-6	-6	2	19	-4	4	4
O=C(COc1nsnc1N1CCOCC1)N1CCOCC1	7	-10	-12	-9	7	-4	1	8	27	-1	-2
COc1ccc(NC(=O)N(O)C2(C#N)CCCCC2)cc1	-24	-30	-32	-14	-64	0	-12	-44	3	-19	2
Cc1ccc(S(=O)(=O)N2CCN(C(=O)CSc3ccc(F)cc3)CC2)cc1	1	-36	-1	-8	-5	-4	0	9	0	4	4
Cc1ccc(/C=N/NC(=O)CSc2nnc(-c3ccc(Cl)cc3)n2-c2ccccc2)o1	2	1	7	4	0	3	10	34	11	-1	-2
COCCN(Cc1ccccc1)C(=O)C1CCN(S(=O)(=O)c2ccc(OC)c(OC)c2)CC1	19	24	16	-42	2	3	3	2	-2	1	-1
Cc1cc(S(=O)(=O)NCc2ccccn2)c(Cl)cc1Cl	9	-5	8	-4	-7	10	2	2	-22	-23	-5
CC(C)(C)S(=O)(=O)N1Cc2ccc(CO)cc2[C@H]1CCO	2	0	3	1	-3	-1	-18	27	-3	-11	-3
Cc1ccc(O)c(-c2cc(-c3ccccc3[N+](=O)[O-])[nH]n2)c1	-45	-19	-16	-25	-40	-5	-18	9	16	-72	-4
O=C(NCc1ccccc1Cl)c1ccc(S(=O)(=O)Nc2cccc(C(F)(F)F)c2)cc1	18	1	14	0	2	1	9	3	14	-1	6
CCC(C)Sc1nnc(CSc2nc3nc(C)cc(C)n3n2)o1 (configuration not stated)	1	-12	-1	5	11	3	19	2	17	-3	2
Cc1nnc(SCC(=O)NC2CCCc3c2cnn3-c2ccccc2F)o1 (configuration not stated)	-13	2	-17	-10	10	-3	-16	28	-13	16	1
O=C(O)CCCN1C(=O)c2cccc3cccc(c23)C1=O	-19	-36	-5	-3	10	-2	4	4	-19	3	-4
CC(NC(=O)c1ccccc1Br)c1nnc(SCc2ccc([N+](=O)[O-])cc2)n1C (configuration not stated)	2	-45	-15	17	12	-2	2	-3	-8	2	10
CSc1ccc(S(=O)(=O)N2CCC(C(=O)NCCCn3ccnc3)CC2)cc1	-9	-6	-5	-3	-11	-10	3	83*	2	-40	5
C=CCn1c(SCCC(=O)O)nnc1-c1cccs1	20	-5	0	-1	-2	1	-2	10	9	-4	-9
Cc1nn2c(-c3ccncc3)ccnc2c1Br	-5	15	9	-4	4	6	6	34	-3	-14	-9
Cc1ccc(NC(=O)N2CCC(c3ccccc3)C2)cc1C (configuration not stated)	-139	-121	-117	-21	-45	2	-30	25	24	-37	-5
CCC1(C)Cc2c(sc3nc(NN)n(C)c(=O)c23)CO1 (configuration not stated)	-15	18	12	11	24	0	3	4	0	-17	-4
O=C(Nc1ccc(C(=O)N2CCCC2)cc1)C1CC1	0	-14	-10	-14	10	-3	-13	-5	2	30	-46
CCC(C)NC(C(=O)Nc1ccc(Cl)c([N+](=O)[O-])c1)c1ccccc1 (configuration not stated)	4	4	-3	2	-12	-10	-33	-21	3	-4	-6
CN(Cc1ccccc1)C(=O)c1nc[nH]c1C(=O)N1CCN(c2ccccc2)CC1	0	0	-17	-2	-12	2	3	2	-21	15	-6
O=C(CN(Cc1ccco1)S(=O)(=O)c1cccs1)Nc1ccccc1C(F)(F)F	-5	-15	-35	-4	10	15	10	10	-8	3	-2
COc1ccc(-n2c(SC3CCOC3=O)nc3ccccc3c2=O)cc1Cl (configuration not stated)	0	-21	2	1	-15	-14	17	-5	-8	7	-3
CC(OC(=O)COc1ccccc1)C(=O)NC1CCCC1 (configuration not stated)	-22	-3	-29	1	-3	-12	4	3	1	-44	-8
COc1ccc(C(=O)OCC(=O)c2ccc3c(c2)NC(=O)CO3)cc1S(=O)(=O)N1CCOCC1	3	-2	3	4	4	-1	14	5	-3	-9	-4

The results go on:
SMILES	NR5A2 inv ag	SRC1 inh	SRC3 inh	LMP1 NFkB inh	TROY NFkB inh	NOD2 RIPK2 PPI	NR2F2 inh	TWEAK Fn14 block	TRAIL sens C8	SRC2 inh	TLR9-MyD88 block
Cc1ccc(S(=O)(=O)N2[C@@H](c3ccc(Cl)cc3)C(C(=O)O)=CC[C@H]2c2cccs2)cc1	3	-37	-2	-2	10	8	13	7	4	-1	-8
CN1C=CC=C/C1=C1\SC(=S)N(N)C1=O	-4	-17	3	5	0	-6	2	14	-17	23	-4
COc1ccc2nc(SCC(=O)Nc3ccc4c(c3)CCC4)[nH]c2c1	-7	-7	12	1	-26	-10	-10	-18	3	-3	-2
CCOc1ccc(Nc2nc(CC(=O)OC)cc(=O)[nH]2)cc1	0	6	-16	4	7	-11	9	-4	-11	0	-5
CC(=O)Nc1ccc(S(=O)(=O)NCC(=O)OCC(=O)c2cc(C)n(-c3ccc4c(c3)OCO4)c2C)cc1	14	7	8	-9	-14	-19	2	-3	18	15	-2
